# IP6K1 inhibitor: IP6K1 kinase inhibition | 0.81% of 140,000 active | activity change, % (series mostly up to about 58 µM) | Q92551 | IP6K1 kinase, ADP-Glo luminescence, 2 h; stronger effect = lower value; in the data active = activity change below about -25%
#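 ADP-Glo luminescence measures ADP made by human IP6K1 during a 2 h RT reaction with ATP/IP6 (mix at 1.3 mM/130 uM); top library doses 57.5 and 19.1 uM final.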
# HEK cytotox: HEK 293 cell cytotoxicity; HEK 293 viability, ATP luminescence (CellTiter-Glo), 48-72 h; Potency, µM (highest dose often 115 µM), for the others: top-dose activity change, negative = cytotoxicity, most hits filed as inhibitors; 6.6% of 94,000 active; also: potency is read from the fitted curve at half-maximal effect; nearly all actives have a fitted effect of over 60% in size
#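 250 HEK 293 cells/well; compound by pintool; incubated 48 or 72 hr at 37 degree Celsius; CellTiter-Glo added, 10 min RT, luminescence imaged.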
# SNCA viab count: counter-screen for SNCA expression inhibitors: cell viability; Potency, µM (highest dose often 57.1 µM), for the others: top-dose activity change, negative = cytotoxicity, hits mostly cytotoxic; HEK-293-SNCA-luc viability, GF-AFC fluorescence, 24 h; 0.12% of 150,000 active;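 also: potency is read from the fitted curve at half-maximal effect; 0% = DMSO-treated cells and -100% = medium-only wells without cells; nearly all actives have a fitted effect of over 30% in size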
#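 HEK-293-SNCA-luc cells (1500/well) plated 24 h, then exposed 24 h to a dilution series; GF-AFC added 30 min at 37C, fluorescence 405/540 nm; normalised to medium-only and DMSO wells, Hill fit.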
# 3T3 cytotox: NIH 3T3 cell cytotoxicity; Potency, µM (series often up to 96.7 µM), for the others: at the top dose activity change, negative = cytotoxicity, most hits filed as inhibitors; NIH 3T3 viability, CellTiter-Glo ATP luminescence, 48-72 h; 4.3% of 94,000 active; also: potency is read from the fitted curve at half-maximal effect; nearly all actives have a fitted effect of over 55% in size
#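 ATP-dependent luminescence (CellTiter-Glo) served as the viability signal for NIH 3T3 cells treated with compound for 48 or 72 hr at 37 °C.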
# GPT2 inh: inhibitors of human GPT2 alanine aminotransferase; Q8TD30; Recombinant GPT2, coupled pyruvate oxidase/HRP Amplex Red fluorescence; Potency, µM (series often up to 57.7 µM), for the others: at the top dose activity change, negative = inhibition, actives largely listed as inhibitors; 0.25% of 100,000 active; AID 1671188; also: potency is read from the fitted curve at half-maximal effect; nearly all actives have a fitted effect of over 60% in size; many of its hits are not listed in these tables
# Target sequence (Q8TD30 whole entry, looked up): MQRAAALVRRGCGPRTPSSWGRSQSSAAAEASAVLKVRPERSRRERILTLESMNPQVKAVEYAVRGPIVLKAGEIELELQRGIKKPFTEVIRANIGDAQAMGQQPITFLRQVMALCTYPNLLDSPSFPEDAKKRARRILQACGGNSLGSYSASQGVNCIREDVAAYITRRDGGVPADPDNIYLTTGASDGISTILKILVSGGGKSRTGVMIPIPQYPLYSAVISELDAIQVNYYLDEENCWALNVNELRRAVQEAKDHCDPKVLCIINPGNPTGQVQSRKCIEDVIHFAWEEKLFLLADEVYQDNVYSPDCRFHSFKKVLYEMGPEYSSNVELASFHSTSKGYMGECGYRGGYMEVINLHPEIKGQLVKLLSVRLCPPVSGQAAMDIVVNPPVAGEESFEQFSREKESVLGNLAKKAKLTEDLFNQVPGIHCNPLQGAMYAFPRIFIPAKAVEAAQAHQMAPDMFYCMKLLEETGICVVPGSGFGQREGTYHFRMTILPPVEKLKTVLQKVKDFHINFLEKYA
#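 GPT2 10ng/uL, a-KG 250uM, L-Ala 2mM, HEPES pH7.5 + 0.0001% Tween; 30 min RT. Then Amplex mix (PO/HRP/ThPP), 30 min RT dark, fluorescence. AOA 50uM used as positive control.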
# Luciferase inh: inhibitors of firefly (Photinus pyralis) luciferase; P08659; purified P. pyralis luciferase, luminescence, biochemical; Potency, µM (titrated, usually from 115 µM), without a hit: at the highest dose activity change, negative = inhibition, usual class: inhibitors; 2.5% of 76,000 active; also: potency is read from the fitted curve at half-maximal effect; nearly all actives have a fitted effect of over 65% in size
# Target sequence (P08659 whole entry, looked up): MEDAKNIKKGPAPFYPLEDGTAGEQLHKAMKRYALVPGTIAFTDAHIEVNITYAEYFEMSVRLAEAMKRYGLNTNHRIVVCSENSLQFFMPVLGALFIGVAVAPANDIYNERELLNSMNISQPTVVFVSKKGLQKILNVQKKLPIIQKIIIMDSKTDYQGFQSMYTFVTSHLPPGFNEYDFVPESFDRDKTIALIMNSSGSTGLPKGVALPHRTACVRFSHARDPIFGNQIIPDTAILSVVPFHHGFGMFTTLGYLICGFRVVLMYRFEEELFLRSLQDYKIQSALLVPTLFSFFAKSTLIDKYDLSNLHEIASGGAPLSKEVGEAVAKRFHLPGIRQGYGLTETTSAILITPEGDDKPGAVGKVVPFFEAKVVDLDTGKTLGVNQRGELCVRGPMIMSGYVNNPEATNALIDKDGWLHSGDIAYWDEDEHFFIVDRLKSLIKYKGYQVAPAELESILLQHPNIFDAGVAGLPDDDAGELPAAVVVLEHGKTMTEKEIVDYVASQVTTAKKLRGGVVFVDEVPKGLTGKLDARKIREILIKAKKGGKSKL
#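 Inhibitors were tested against purified firefly luciferase in a biochemical, low-substrate format (both substrates at 10uM) and luminescence measured with a CCD imager.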
# SNCA expr inhib: inhibitors of alpha-synuclein (SNCA) gene expression; HEK-293 SNCA-luciferase knock-in, luminescence, 24 h; Potency, µM (titrated, usually from 57.2 µM), for inactives: top-dose activity change, negative = inhibition, usual class: inhibitors; 0.17% of 140,000 active; AID 1671194;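 also: potency is read from the fitted curve at half-maximal effect; plate controls were DMSO cells for no effect and cell-free wells for full effect; nearly all actives have a fitted effect of over 45% in size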
# * = called active by the depositor; i = inactive; ? = inconclusive; . = not tested or not shown; [ ] = another dose, or the depositor's remark. Unless noted, calls follow the shape of the dose curve; as a rule, active = well fitted curve in the direction sought with a large enough effect; inconclusive = small, poorly fitted or top-dose-only effect, or another doubt; inactive = no such curve, though single readings can be large; an effect the other way counts as inactive or inconclusive. Unless noted, % is scaled to controls: 0 for no effect and ±100 for the full control effect. These rows are one share of the data (hit frequency here may not be typical).
SMILES	IP6K1 inhibitor	HEK cytotox	SNCA viab count	3T3 cytotox	GPT2 inh	Luciferase inh	SNCA expr inhib
Cc1cccc(C(=O)NCCc2nc3ccccc3n2Cc2ccc(Cl)cc2)c1	3	.	?	.	.	.	?
O=C1N(Cc2ccc(F)cc2)C[C@H]2CN(CC3CC3)CCN12	13	3%[172 µM]	-4%[87.6 µM]	i	-9%[88.5 µM]	0%[172 µM]	16%[87.6 µM]
COc1ccc(NC(=O)Cn2c(SCc3ccc(C)cc3)nc3cccnc32)c(OC)c1	4	.	5%	.	.	.	61%[activator]
CCOc1ccc(C(=O)Nc2ccc3nc(N(CC)CC)cc(C)c3c2)cc1	4	.	-8%	.	.	.	-4%
COC(=O)c1ccc(Cn2nnc3sc4c(c3c2=O)CCCC4)cc1	-3	.	4%	.	.	.	193%[activator]
COc1ccc(S(=O)(=O)N(CC(=O)Nc2ccc(C)cc2)c2ccc(C)cc2)cc1OC	7	.	6%	.	.	.	13%
CCOc1ccc(-c2nc(C3CC(=O)N(Cc4ccccc4OC)C3)no2)cc1 (stereo not given)	-1	45µM*	-15%	22µM*	i	-17%	?
O=C(NCc1ccccc1F)C1CCN(c2nn3cc(-c4ccc(F)cc4)nc3s2)CC1	18	.	-3%	.	.	.	113%[activator]
CCOCCCNc1ncnc2c1CN(C1CCCCC1)C(=O)CN2C	6	-11%	2%	-28%	?	.	33%[activator]
c1ccc(-n2cnnc2CC2CCN(Cc3ccc(-c4ccn[nH]4)o3)CC2)cc1	-7	4%	-11%	-4%	-5%	-1%	-2%

# Continued; the last 2 above are carried over.
SMILES	IP6K1 inhibitor	HEK cytotox	SNCA viab count	3T3 cytotox	GPT2 inh	Luciferase inh	SNCA expr inhib
CCOCCCNc1ncnc2c1CN(C1CCCCC1)C(=O)CN2C	6	-11%	2%	-28%	?	.	33%[activator]
c1ccc(-n2cnnc2CC2CCN(Cc3ccc(-c4ccn[nH]4)o3)CC2)cc1	-7	4%	-11%	-4%	-5%	-1%	-2%
Cc1cccc(CNC(=O)Cn2c(-c3cccs3)cc3ccccc32)c1	0	.	11%	.	.	.	25%
COc1cccc(-c2cccc(C(=O)N3CCCC3C(=O)NCc3ccc(Cl)cc3)c2)c1 (stereo not given)	-3	?	?	?	-61%	.	?
CCCNC(=O)c1ccc2nc(CCc3ccccc3)oc2c1	9	.	7%	.	.	.	133%[activator]
O=C(c1ccncc1)N1CC(Oc2ccccc2-c2nc(-c3cnccn3)no2)C1	0	-30%	?	-4%	?	6%	-5%
O=C(CNC(=O)c1ccc(-c2cnc3ccccc3c2)cc1)NCc1ccc(F)cc1F	14	?	.	-34%	.	.	.
Cc1cnc(C(=O)NC2C[C@H]3CC[C@@H](C2)N3S(=O)(=O)c2ccc(C)c(F)c2)cn1 (stereo not given in full)	12	1%	10%	-8%	0%	-3%	-21%
COCCNC(=O)C[C@@H]1C[C@H]2O[C@H](CNC(=O)NC(C)C)[C@@H](O)[C@H]2O1	-1	0%[172 µM]	5%[87.6 µM]	-12%[174 µM]	-31%[88.5 µM]	-2%[172 µM]	-9%[87.6 µM]
Cc1c(Cl)cccc1NC(=O)c1cc(S(=O)(=O)N2CCCCC2)cn1C	-3	.	-6%	.	.	.	-6%
CC(C)c1noc(CC2CCN(C(=O)c3cc4ccccc4[nH]3)CC2)n1	6	?	-3%	?	i	?	96%[activator]
C#CCNC(=O)C[C@@H]1c2nc(NC(=O)c3ccc(C(C)(C)C)cc3)sc2C[C@@H]2[C@](C)(CO)[C@H](O)CC[C@]21C	-4	?	5%	32µM*	2%	35µM*	5%
Cc1ccc2c(CN3CCN(C(=O)c4ccc(F)cc4)CC3)cc(=O)oc2c1	-8	.	7%	.	.	.	0%
CC(C(=O)NC1CCN(c2cnn(C)c(=O)c2)CC1)c1ccccc1 (stereo not given)	31	-5%	1%	-4%	-9%	1%	13%
Cc1cccc(NC(=O)CSc2nc3ccc(NC(=O)CCc4ccccc4)cc3s2)c1	-3	.	-11%	.	.	.	-4%
CC(=O)Nc1c(C)nn(-c2ccccc2)c1N1CCC(C(=O)NCc2ccc(Cl)cc2)CC1	-1	.	10%	.	.	.	-3%
COc1cccc(Cn2c(=O)n(CCc3ccccc3)c(=O)c3c2c2cc(OC)ccc2n3C)c1	14	.	-4%	.	.	.	-5%
O=c1[nH]c(C2CCCN([S+](=O)([O-])c3cccs3)C2)nn1-c1ccccn1 (stereo not given)	-3	-10%	0%	-25%	-3%	.	-15%
Cc1cc(C)c2oc(C(=O)Nc3ccc(S(=O)(=O)N4CCCCCC4)cc3)cc(=O)c2c1	9	.	-8%	.	.	.	-19%
O=c1n(-c2ccc(Cl)cc2)nc2n1CCN(Cc1ccc(C(F)(F)F)cc1)C2	2	?	5%	?	-8%	.	-21%
CN(Cc1ccncc1)Cc1ccccc1C(F)(F)F	-1	-14%[172 µM]	1%[87.6 µM]	-2%[138 µM]	i	-6%[172 µM]	19%[87.6 µM]
Cc1cc(C(=O)Nc2ccc(Cl)cc2)c2c(C)nn(-c3ccccc3)c2n1	4	.	14%	.	.	.	42%[activator]
CCOc1ccccc1NC(c1nnc(-c2ccccc2)o1)c1ccc(F)cc1Cl (stereo not given)	-12	.	1%	.	.	.	1%
Cc1cc(C[C@@H]2COC[C@@H]2NC(=O)Cc2c[nH]c(=O)n(C)c2=O)on1	6	?	4%	-20%	0%	3%	?
CC(C)[C@H](CO)Nc1nc(Nc2ccc(C(=O)O)c(Cl)c2)c2ncn(C(C)C)c2n1	-14	.	25%[23.9 µM]	.	i	.	?
CCc1ccc(CNC(=O)c2sc3ncnc(N(C)C4CCCCC4)c3c2C)cc1	8	.	3%	.	.	.	-17%
Cc1noc(C)c1C(=O)N1CC(N2C(=O)c3c(c(C)nn3-c3ccccc3)C2C(C)C)C1 (stereo not given)	3	-8%	.	3%	.	.	.
COc1ccccc1N1CCN(CCCCN2C(=O)c3ccccc3C2=O)CC1	.	.	7%	.	-13%	.	14%
COc1ccc(Cl)cc1C(=O)N1CCC2(CC1)N(c1ccccc1)C(=O)CS2(=O)=O	-13	-12%	-26%	-12%	i	-10%	10%
Cc1ccc(C(=O)N2CCc3nc(-c4cn[nH]c4)[nH]c3C2)cc1N1CCNC1=O	-4	?	4%	-2%	-23%	3%	4%
COc1ccc(F)c(-c2nc(COc3ccc(-n4cnnc4)cc3)c(C)o2)c1	5	?	-18%	?	3%	-9%	-1%
COCC1CN(C(=O)c2ccc(OC)cc2OC)CC12CCOCC2 (stereo not given)	0	15%	-18%	5%	-10%	-3%	-5%
Cc1nn(-c2ccccc2)c2c1C(C)N(C1CCN(C(=O)c3ccccc3Cl)CC1)C2=O (stereo not given)	1	?	.	?	.	.	.
CC(C)NC(=O)NC[C@H]1O[C@@H](CO)[C@@H](O)[C@H]1N(C)CCN(C)C	-10	i	5%[87.6 µM]	i	-3%[88.5 µM]	-1%[172 µM]	11%[87.6 µM]
CCN(C1CCOCC1)C1CN(C(=O)c2cccs2)C1	-6	-14%	8%	-12%	-14%	-10%	4%
CCc1ccc(N2CC(c3noc(-c4ccc(OC)cc4)n3)CC2=O)cc1 (stereo not given)	10	?	4%	?	-29%	-13%	-19%
Cc1ccc(S(=O)(=O)Nc2cccc(-c3cn4cccc(C)c4n3)c2)c(C)c1	0	.	-28%	.	.	.	10%
CC(=O)N1CCc2c(sc3c2c(=O)n(Cc2ccccc2)c(=O)n3Cc2cc(C)ccc2C)C1	2	.	7%	.	.	.	-2%
Cc1cc(F)ccc1NC(=O)C(c1ccccc1)N1Cc2ccccc2C1=O (stereo not given)	11	.	-14%	.	.	.	-4%
O=C(NC1CC1)c1ccc2nc(-c3ccnc(Cl)c3)oc2c1	11	1%[172 µM]	3%[87.6 µM]	?	i	.	99%[activator][87.6 µM]
CCOC(=O)N1CCN(Cc2nc3cc(NC(=O)c4ccc(OC)cc4)ccc3n2C(C)C)CC1	-19	.	5%	.	.	.	-7%
O=C(COc1ccccc1F)Nc1ccc2nc(SCC(=O)N3CCCC3)sc2c1	33	.	-2%	.	.	.	49%[activator]
COc1ccc(N2CCN(Cc3cc(=O)oc4ccc(OC)cc34)CC2)cc1	-9	.	-4%	.	.	.	-9%
CC(C)NC(=O)N1CCC2(CCCCO2)CC1	11	-31%	4%	-9%	-7%	-5%	-7%
Cc1ccc(OCC(=O)Nc2ccc3nc(SCC(=O)Nc4ccc(C)cc4C)sc3c2)cc1	3	.	-4%	.	.	.	-4%
COc1ccc(CNC(=O)c2nnn(CC(=O)Nc3cc(C)cc(C)c3)c2N)cc1	6	.	-16%	.	.	.	9%
O=C(c1ccc(C(F)(F)F)cc1)N1CCc2nc(-c3ccc(Cl)cc3)nc(-c3ccccc3)c2C1	-6	20µM*	-1%	-18%	-9%	-9%	24%
CC(C)CCCCC(=O)N[C@@H](CO)C(=O)N[C@@H](CC(C)C)C(=O)[C@@]1(CO)CO1	8	.	-18%	.	2%	.	.
O=c1n(CC2CC2)nc2n1CCN(S(=O)(=O)c1cccnc1)CC2	-9	2%	0%	-16%	?	-16%	-23%
CC(C)CCN1CCn2c(nn(-c3ccc(F)cc3F)c2=O)C1	2	?	6%[87.6 µM]	-29%[138 µM]	i	-2%[172 µM]	1%[87.6 µM]
Cc1cc2c(cc1NS(=O)(=O)c1ccc(NC(=O)CC(C)C)cc1)n(C)c(=O)c(=O)n2C	19	.	-27%	.	.	.	21%
O=c1cc(-c2cnccn2)oc2c(-c3cn[nH]c3)nccc12	-15	-24%[230 µM]	-10%[87.6 µM]	?	-16%[88.5 µM]	-1%[230 µM]	-24%[87.6 µM]

# (list continues)
SMILES	IP6K1 inhibitor	HEK cytotox	SNCA viab count	3T3 cytotox	GPT2 inh	Luciferase inh	SNCA expr inhib
Cc1nnc2n1CCC(NC(=O)CCCc1c[nH]c3ccccc13)CC2 (stereo not given)	-2	-9%	-3%	-6%	i	-16%	39%[activator]
CCOC(=O)c1ccc(N2C(=O)c3[nH]nc(-c4ccc(C)cc4)c3C2c2cccc(F)c2)cc1 (stereo not given)	29	.	?	.	.	.	?
Cc1cccnc1CC(C)NC(=O)c1cc(Cn2cnc3ccccc32)[nH]n1 (stereo not given)	1	?	7%	-16%	-2%	0%	6%
COC(=O)C1=CO[C@@H](O[C@@H]2O[C@H](CO)[C@@H](O)[C@H](O)[C@H]2O)[C@@H]2C(CO)=CC[C@]12O	15	.	-1%[23.9 µM]	.	3%[27.3 µM]	.	.
COCc1nc(C2CCCN(C(=O)C3CCCC3)C2)no1 (stereo not given)	19	-4%	-9%[12.5 µM]	3%	i	-1%	2%
CCOc1ccc(-c2oc3cc(Cl)ccc3c(=O)c2O)cc1OC	25	.	?	.	.	.	6%

# From PubChem
